Screens deposited in PubChem by Dana-Farber Cancer Institute and Novartis Institutes for BioMedical Research (Cambridge, Mass).
USP17 block: inhibitors of human USP17 deubiquitinase | inhibition, % at 50 µM | hit rate 6.5% among 47,000 | purified USP17, Ub-rhodamine cleavage fluorescence, 3 h | AID 1645855 | A8MUK1
USP10 inh: blocks human USP10 ubiquitin-rhodamine cleavage. AID 1645856. inhibition, % at 20 µM. purified USP10, Ub-rhodamine fluorescence, 60 min. Q14694. hit rate 1.1% among 47,000
USP8 inh: human USP8 deubiquitinase inhibition | P40818 | purified USP8, Ub-rhodamine cleavage fluorescence, 30 min | inhibition, % at 20 µM | hit rate 4.2% among 47,000 | AID 1645853
USP28 block: inhibitors of human USP28 deubiquitinase. Q96RU2. purified USP28, Ub-rhodamine cleavage fluorescence, 30 min. inhibition, % at 25 µM. hit rate 3% among 47,000
UCHL1 block: inhibitors of human UCHL1 deubiquitinase | purified UCHL1, Ub-rhodamine cleavage fluorescence | hit rate 0.2% among 47,000 | inhibition, % at 20 µM | P09936
Target sequence (P09936 whole entry, looked up): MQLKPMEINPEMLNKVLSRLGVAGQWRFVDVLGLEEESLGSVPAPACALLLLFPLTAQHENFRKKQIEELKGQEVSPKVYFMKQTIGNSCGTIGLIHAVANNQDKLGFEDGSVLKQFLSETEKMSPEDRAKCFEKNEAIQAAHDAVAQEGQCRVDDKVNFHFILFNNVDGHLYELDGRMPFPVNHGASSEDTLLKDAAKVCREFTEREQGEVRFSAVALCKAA
USP7 inh: human USP7 deubiquitinase inhibition | AID 1645854 | purified USP7, Ub-rhodamine cleavage fluorescence | hit rate 0.3% among 47,000 | inhibition, % at 20 µM | Q93009
OTUD3 inh: inhibitors of human OTUD3 deubiquitinase. inhibition, % at 25 µM. purified OTUD3, Ub-rhodamine fluorescence, 2 h. hit rate 0.7% among 47,000
USP30 block: human USP30 deubiquitinase inhibition. Q70CQ3. inhibition, % at 25 µM. AID 1645860. purified USP30, Ub-rhodamine cleavage fluorescence. hit rate 5.3% among 47,000
The depositor's hits bear a star; i = inactive. Cut-off read from the data, not from the text of the source: active = inhibition above about 30%; inactive = the rest. A portion of the library. The share of hits here may be higher or lower than overall.

(1) Cc1ccc(NS(=O)(=O)c2ccc3c(c2)C(=O)N(C)c2ncccc2O3)cc1
(2) Cc1c(C(=O)NC(C)C)cnn1-c1cc(-c2nc(C3CC3)no2)ccn1
(3) Cc1cccc(NC(=O)N2CCC3(CC2)N=C(c2ccccc2)C(=O)N3)c1
(4) O=C1c2ccccc2C(=O)c2c(O)c(O)cc(O)c21
(5) Cc1cn([C@H]2CC(O)C(CO)O2)c(=O)[nH]c1=O (stereo not given in full)
(6) CC1(C)Oc2ccc(C#N)cc2[C@H](N2CCCC2=O)[C@H]1O

screen / no. | 1 | 2 | 3 | 4 | 5 | 6
USP17 block | 15 | 9 | 0 | -4 | -6 | -13
USP10 inh | 6 | 1 | 5 | -3 | 0 | 0
USP8 inh | 23 | 13 | 10 | -13 | 1 | 3
USP28 block | 15 | 5 | -6 | -43 | -10 | -6
UCHL1 block | 4 | 0 | -1 | 45* | -3 | -2
USP7 inh | 10 | 5 | -4 | 2 | 0 | -2
OTUD3 inh | 9 | 8 | -3 | -140 | 3 | -8
USP30 block | 11 | 1 | 0 | i | 10 | -18

Some of these compounds in order of the OTUD3 inh value, lowest first.
entry | SMILES | USP17 block | USP10 inh | USP8 inh | USP28 block | UCHL1 block | USP7 inh | OTUD3 inh | USP30 block
4 | O=C1c2ccccc2C(=O)c2c(O)c(O)cc(O)c21 | -4 | -3 | -13 | -43 | 45* | 2 | -140 | i
6 | CC1(C)Oc2ccc(C#N)cc2[C@H](N2CCCC2=O)[C@H]1O | -13 | 0 | 3 | -6 | -2 | -2 | -8 | -18
3 | Cc1cccc(NC(=O)N2CCC3(CC2)N=C(c2ccccc2)C(=O)N3)c1 | 0 | 5 | 10 | -6 | -1 | -4 | -3 | 0
5 | Cc1cn([C@H]2CC(O)C(CO)O2)c(=O)[nH]c1=O (stereo not given in full) | -6 | 0 | 1 | -10 | -3 | 0 | 3 | 10
1 | Cc1ccc(NS(=O)(=O)c2ccc3c(c2)C(=O)N(C)c2ncccc2O3)cc1 | 15 | 6 | 23 | 15 | 4 | 10 | 9 | 11

The list goes on:
(7) O=C(NCc1ccc(F)c(Cl)c1)c1csc(C(=O)NC2CC2)n1
(8) Cc1ccc(CNC(=O)C2CCN(S(C)(=O)=O)c3ccccc3O2)cc1 (stereo not given)
(9) COc1ccc(Sc2ccc(NC(=O)c3ccccc3Cl)cc2C#N)cc1
(10) CCc1cccc(NC(=O)N2CCC(CC(=O)N3CCCCC3)CC2)c1
(11) Cc1cccc(NC(=O)N2CCc3[nH]cnc3C2c2ccncc2)c1C (stereo not given)

screen / no. | 7 | 8 | 9 | 10 | 11
USP17 block | -8 | -12 | 14 | -10 | 0
USP10 inh | 0 | 0 | 9 | 1 | -3
USP8 inh | -5 | 0 | 19 | 0 | -2
USP28 block | 16 | -3 | 18 | 3 | -8
UCHL1 block | -3 | -3 | 7 | 1 | -2
USP7 inh | -6 | -4 | 13 | -10 | -1
OTUD3 inh | -12 | -8 | 8 | 1 | -4
USP30 block | -18 | 0 | 26 | 12 | -11
